Source: PubChem (several laboratories)
SUMO1-SIM PPI = modulators of human SUMO1-mediated protein-protein interactions. P63165. SUMO1 binding to a labelled peptide, TR-FRET, 1 h. inhibition, % at 20 µM. hit rate 0.33% among 360,000. AID 602429; in the data active = inhibition above about 37%
Target sequence (P63165 whole entry, looked up): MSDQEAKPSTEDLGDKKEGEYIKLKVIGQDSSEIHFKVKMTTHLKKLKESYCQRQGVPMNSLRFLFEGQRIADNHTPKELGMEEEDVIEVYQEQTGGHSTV
Rin1 Abl inh = human Rin1-Abl interaction inhibition; P00519+Q13671; TR-FRET Rin1/Abl binding, biochemical; inhibition, % at 7.35 µM; hit rate 0.4% among 360,000; in the data active = inhibition above about 5%, passing the limit was not always enough
Scp1 inh = blocks human Scp-1 phosphatase activity; Q9GZU7; Recombinant Scp1, phosphopeptide, malachite green phosphate absorbance; inhibition, % at 20 µM; hit rate 0.88% among 340,000; AID 493091;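 active = inhibition above about 50% at 20 µM, limit read from the data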;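 also: plate controls were DMSO wells with enzyme for no effect and wells lacking enzyme for full effect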
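assay system = SCP-1 phosphatase catalytic domain, residues 76-261 | buffer or medium = 50 mM Tris acetate pH 5.5, 0.005% Tween-20, 10 mM MgCl2 | incubation = enzyme reaction 45 min at room temperature, colour 5 min, stabilisation 30 min | signal = Phosphate-binding colour reagent, absorbance read at 630 nm | measure = % inhibition at 20 µM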
NadD inh = NadD (S. aureus) enzyme inhibition. purified NadD enzyme, colorimetric absorbance read-out. inhibition, % at 20 µM. hit rate 0.78% among 360,000. AID 602399; in the data active = inhibition above about 26%; also: some compounds past the cut are filed as inactive
Neddylation inh = cullin neddylation inhibition; TR-FRET cullin neddylation, biochemical; AID 651699; calls only at 25 µM; hit rate 0.58% among 360,000; in the data active = inhibition above about 36%
DNMT1 block = inhibitors of human DNMT1 | P26358 | DNMT1 molecular beacon, Hinp1I cleavage, fluorescence | inhibition (reported as % activation of signal), % at 10 µM | hit rate 0.83% among 360,000 | AID 588458; in the data active = inhibition above about 50%
LMPTP inh = blocks human LMPTP phosphatase; recombinant LMPTP-A, OMFP fluorogenic substrate, fluorescence intensity; hit rate 0.22% among 360,000; inhibition, % at 20 µM; P24666;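 active = compounds that cut the enzyme signal by at least half of the control window in the single-dose screen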;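 also: plate controls were DMSO wells with enzyme plus substrate for no effect and substrate without enzyme for full effect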
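Assay system: LMPTP-A enzyme. Input: 0.625 nM LMPTP-A final. Probe or stimulus: 400 µM OMFP. Compound dosing: single 20 µM dose. Schedule: 50 min dark incubation at room temperature. Detection: fluorescence intensity of OMFP turnover product. Read-out: percent inhibition versus substrate-only and uninhibited controls. Benchmarks: no-enzyme low control, uninhibited high control.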
CSN deneddyl inh = CSN deneddylation inhibition. Q92905. Purified CSN, SCF-Nedd8-OG deneddylation, fluorescence polarization. inhibition, % at 12.5 µM. hit rate 0.38% among 360,000. AID 651999;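 active = pattern-corrected inhibition above about 35%, with an unprinted fluorescence ratio check between 0.5 and 1.5, limit read from the data, passing the limit was not always enough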;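 also: 0% = enzyme with substrate and 100% = substrate without enzyme; some results filed as inactive read as strong as hits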
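assay system = purified human Csn5 enzyme expressed in HEK293T cells | amount = 0.24 nM enzyme | buffer or medium = Tris/NaCl/DTT buffer, pH 7.5 | reagent = 10 nM SCFSkp2-Nedd8OG | compound = one concentration, 12.5 µM, 0.25% DMSO | times = 90 min reaction at room temperature | signal = FP | read-out basis = % inhibition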
Rpn11 inh = Rpn11 (human) deubiquitinase inhibition. O00487. human 26S proteasome, Ub4-pepOG fluorescence polarization; 20S core pre-blocked with epoxomicin. calls only at 20 µM. hit rate 0.59% among 360,000. AID 588493;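 active = inhibition at 20 µM, scaled to each plate's controls, above about 33%, limit read from the data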
Target sequence (O00487 whole entry, looked up): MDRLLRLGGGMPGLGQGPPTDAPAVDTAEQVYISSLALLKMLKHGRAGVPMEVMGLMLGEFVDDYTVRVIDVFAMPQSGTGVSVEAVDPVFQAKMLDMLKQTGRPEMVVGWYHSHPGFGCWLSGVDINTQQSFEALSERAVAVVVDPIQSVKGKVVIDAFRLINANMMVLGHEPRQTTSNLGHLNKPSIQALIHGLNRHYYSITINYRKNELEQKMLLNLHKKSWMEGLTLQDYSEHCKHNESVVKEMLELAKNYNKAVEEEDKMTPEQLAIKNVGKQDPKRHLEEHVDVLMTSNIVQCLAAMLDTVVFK
STEP block = inhibitors of human striatal-enriched phosphatase STEP | P54829 | recombinant STEP, OMFP fluorogenic substrate, fluorescence | inhibition, % at 20 µM | hit rate 0.25% among 360,000;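 active = inhibition at 20 µM, scaled per plate between control wells, above about 37%, limit read from the data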;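 also: 0% = DMSO with enzyme and substrate and 100% = substrate only without enzyme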
Target sequence (P54829 whole entry, looked up): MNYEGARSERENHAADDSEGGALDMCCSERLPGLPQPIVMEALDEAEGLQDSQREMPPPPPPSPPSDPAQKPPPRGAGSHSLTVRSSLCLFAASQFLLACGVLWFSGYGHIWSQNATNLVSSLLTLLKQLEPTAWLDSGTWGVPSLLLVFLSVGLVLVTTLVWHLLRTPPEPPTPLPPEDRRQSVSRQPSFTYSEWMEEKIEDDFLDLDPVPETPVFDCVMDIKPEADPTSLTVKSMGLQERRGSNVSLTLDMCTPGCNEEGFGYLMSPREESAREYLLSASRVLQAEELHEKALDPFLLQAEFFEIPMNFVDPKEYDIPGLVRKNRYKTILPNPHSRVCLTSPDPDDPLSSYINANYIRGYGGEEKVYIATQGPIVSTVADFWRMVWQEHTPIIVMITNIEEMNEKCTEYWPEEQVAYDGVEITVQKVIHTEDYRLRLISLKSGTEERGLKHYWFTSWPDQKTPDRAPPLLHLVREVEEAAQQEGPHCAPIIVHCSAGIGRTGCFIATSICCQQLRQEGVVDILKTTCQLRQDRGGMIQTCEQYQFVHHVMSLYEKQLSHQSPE
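medium = Bis-Tris buffer pH 6.0, 2.5 mM DTT, 0.005% Tween 20 | test system = STEP (striatal-enriched tyrosine phosphatase) enzyme, cell-free | measure = normalized % inhibition | compound dosing = 20 µM, 1% DMSO | also added = 25 µM OMFP | schedule = reaction 20 min, ambient temperature | measured by = fluorescence read at 480 nm ex / 540 nm em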
Numbers without * were called inactive; i = inactive; . = not tested or not shown; + = active, no number.

smiles,SUMO1-SIM PPI,Rin1 Abl inh,Scp1 inh,NadD inh,Neddylation inh,DNMT1 block,LMPTP inh,CSN deneddyl inh,Rpn11 inh,STEP block
COc1ccc(Cl)cc1Cn1c(C)c(C(=O)NCc2cccc(Cl)c2)sc1=O,3,-3,.,-2,i,-10,7.8,2,i,3
CC(=O)N1CCN(C(=O)c2cc(S(=O)(=O)N(C)c3ccc(F)cc3)ccc2Cl)CC1,6,-2,-1,-2,i,1,-0.1,-1,i,0
Cc1ccc(-n2ncc3c2CC(C)(C)CC3NC(=O)CCn2cncn2)cc1 (stereo not given),1,0,-2,-2,i,2,0.3,3,i,0
C=CC[n+]1ccn(-c2nc3ccccc3nc2[N-]S(=O)(=O)c2cccs2)c1,-16,-4,0,1,+,31,-0.7,-9,i,0
O=C(CN(c1ccccc1)S(=O)(=O)c1ccccc1)NCCSc1nc2ccccc2s1,4,-1,-3,3,i,-5,1.7,-5,i,1
CCN(CC)S(=O)(=O)c1ccc(/C=C/C(=O)NC2CCCCC2)cc1,-15,1,-11,-9,i,-2,0.7,-1,i,1
COc1ccc2c(c1)C(=O)N1[C@H]3c4cc(C)ccc4OC[C@@H]3[C@H](c3ccccc3)[C@]1(C)C(=O)N2,1,1,3,9,i,-3,3.1,-4,i,0
CCOC(=O)C1=C(C)N=c2s/c(=C/c3ccc(OCC(=O)O)cc3)c(=O)n2C1c1ccc(SC)cc1 (stereo not given),27,-1,.,18,i,39,48,34,i,85*
COC(=O)C1=C(CSCc2ccccc2)NC(=O)NC1c1cc(C)ccc1C (stereo not given),-1,1,-4,1,i,-1,0.7,-2,i,-1
O=C(Cc1ccccn1)c1ccc(F)cc1,-2,3,-3,1,i,6,-1.7,0,i,-4
O=C(Cn1cc(C(F)(F)F)ccc1=O)NCC1CCCO1 (stereo not given),0,1,5,4,i,-2,0.2,0,i,1
CCN1C(=O)[C@H]2[C@@H](c3ccc(C(F)(F)F)cc3)N[C@]3(CCCN(CC4CCCCC4)C3=O)[C@H]2C1=O,-2,4,.,3,i,1,0.0,-3,i,0
COc1ccc(OC)c(CNC(=O)c2coc(=O)c3ccccc23)c1,3,4,-7,-3,i,-1,-1.2,8,i,-1
C#CCOCCOCCOCCNc1nc(N2CCN(C(=O)Cn3cc(CCO)nn3)CC2)nc(N2CCN(C(=O)Cn3cc(CCCN=C(N)N)nn3)CC2)n1,3,-1,4,-3,i,-1,-2.4,-5,i,-4
COC(=O)c1ccc(-n2nnnc2SCC(=O)Nc2ccccc2C(=O)OC)cc1,-1,-1,-4,-12,i,-1,0.5,-3,i,0
CC1(c2ccc(Cl)cc2)NC(=O)N(CC(=O)N2CCN(S(=O)(=O)c3ccccc3)CC2)C1=O (stereo not given),4,0,-6,2,i,0,-0.3,-4,i,0
CC(=O)Nc1ccc(C(=O)N2CCc3cc4c(cc3C2C)OCCCO4)cc1 (stereo not given),2,-4,7,5,i,2,-1.7,0,i,-5
O=C(O)C1=C[C@@H](c2coc3ccccc3c2=O)C[C@@H](OCc2ccc(CO)cc2)O1,2,0,-2,-3,i,-2,-1.5,0,i,-3
Cc1[nH]c(=S)[nH]c(=O)c1CCC1OCCO1,4,1,-1,-9,i,3,-1.8,-2,i,-3
CCCCOC(=O)n1c(SCC(=O)N(CC)CC)nc2ccccc21,-1,-2,-1,-5,i,0,0.0,-2,i,0
CC1=C(C(=O)Nc2ccccc2)C(c2ccc(C)o2)n2c(s/c(=C\c3ccco3)c2=O)=N1 (stereo not given),1,-3,3,34*,i,-3,3.8,12,i,4
CCC(=O)c1ccc(N2CCN(C(=O)COc3ccc(F)cc3)CC2)c(F)c1,-5,-1,3,1,i,-13,-2.8,-2,i,-1
CC(=O)N/C(=C\c1ccccc1)C(=O)OCC(=O)NC(=O)c1ccccc1,-1,4,-1,-9,i,1,-1.3,0,i,2
Fc1cc2nccnc2cc1N1CCSCC1,-15,0,-9,-4,i,2,-1.8,0,i,-13
CCOC(=O)Nc1ccc2c(c1)C(=NNC(=S)NC)c1ccccc1-2,7,-1,.,-10,i,-24,2.4,4,i,-2
CC(C)C(NC(=O)c1c(F)cccc1F)C(=O)N1CCN(c2ccccc2F)CC1 (stereo not given),-1,-2,1,-1,i,4,-0.9,1,i,-2
CC1(C)CC(=O)c2cn3c(nc2C1)nc1ccccc13,-3,7.8*,5,-3,i,2,-0.9,7,i,-2
COc1cc(NC(=O)CSc2nnc(-c3ccncc3)n2C2CCCCC2)ccc1NC(=O)c1ccco1,4,2,-5,0,i,-7,0.1,1,i,0
CCCOc1ccc(-c2nc(C#N)c(N3CCc4ccccc4C3)o2)cc1,3,3,-4,0,+,7,1.9,0,i,2
COc1ccc(C(=O)Nc2ccc(C)cc2C(=O)c2ccccc2)cc1,1,0,-9,-12,i,4,0.9,-16,i,-1

Record cards (already shown). Order of values: SUMO1-SIM PPI	Rin1 Abl inh	Scp1 inh	NadD inh	Neddylation inh	DNMT1 block	LMPTP inh	CSN deneddyl inh	Rpn11 inh	STEP block
COc1ccc(Cl)cc1Cn1c(C)c(C(=O)NCc2cccc(Cl)c2)sc1=O as listed: 3	-3	.	-2	i	-10	7.8	2	i	3
COc1cc(NC(=O)CSc2nnc(-c3ccncc3)n2C2CCCCC2)ccc1NC(=O)c1ccco1 as listed: 4	2	-5	0	i	-7	0.1	1	i	0
CC(C)C(NC(=O)c1c(F)cccc1F)C(=O)N1CCN(c2ccccc2F)CC1 (stereo not given) as listed: -1	-2	1	-1	i	4	-0.9	1	i	-2

(next part)
smiles,SUMO1-SIM PPI,Rin1 Abl inh,Scp1 inh,NadD inh,Neddylation inh,DNMT1 block,LMPTP inh,CSN deneddyl inh,Rpn11 inh,STEP block
CC(O)c1cccc(NC(=O)CCCc2ccccc2)c1 (stereo not given),10,1,-6,-5,i,2,0.0,-10,i,-1
O=C(CCCN1CCC(NC(=O)c2ccccc2)CC1)c1ccc(Cl)cc1,7,-1,-1,-3,i,-1,0.0,3,i,5
O=C(c1ccccc1)N1CCN(CC#Cc2ccccc2)CC1,7,1,-11,3,i,1,-2.2,1,i,-1
O=C(Nc1ccc(Br)cc1)C(c1ccccc1)c1ccccc1,1,-6,-13,3,i,-3,0.8,1,i,-1
Cc1ccc(CC(=O)NCc2ccc(F)cc2)cc1,-5,-3,1,4,i,5,-2.1,1,i,0
CC1(C)Cc2c(sc3c2C(=O)N(c2ccccc2)C2=NCCCN23)CO1,2,-6,-11,-3,i,0,3.1,-2,i,-1
Cc1c(C)c2ccc(OCC(=O)Nc3nccs3)cc2oc1=O,21,1,3,0,i,19,0.2,6,i,-2
O=C1CN(C(=O)COc2ccc(Cl)cc2Cl)c2ccccc2N1,3,4,-7,-6,i,3,0.7,4,i,-2
Cc1ccc(C(=O)N2CC(=O)Nc3ccc(C)cc3C2c2ccccc2)cc1 (stereo not given),17,1,-6,-3,i,0,0.4,3,i,0
CC1Oc2ccccc2N(CC(=O)c2ccc(F)cc2)C1=O (stereo not given),0,3,-5,-4,i,1,-0.7,-5,i,1
Cc1ccc([N+](=O)[O-])c(OCCN2CCCCCC2)c1,-2,3,-6,-4,i,-1,0.9,-3,i,-1
COC(=O)[C@H](Cc1ccccc1)NC(=O)N1CCCCC1,4,2,-10,-1,i,0,-1.2,2,i,-3
COC1C(=O)CCC2(CO2)C1(O)C1(C)OC1CC=C(C)C (stereo not given),0,0,.,-2,i,-1,-1.7,2,i,1
O=C(COc1ccccc1)NC1CCCN(Cc2ccccc2F)C1 (stereo not given),3,3,1,2,i,-1,-1.8,3,i,1
COc1cc(C2SC(C)C(=O)N2CCc2ccccc2)cc(OC)c1OC (stereo not given),1,2,-6,-1,i,1,-0.9,0,i,0
Cc1ccc(Nc2ncc3c(n2)CC(C)CC3=O)c(C)c1 (stereo not given),-4,-2,-2,-3,i,-3,-1.4,2,i,0
CCC(C)Sc1cccc(-c2nc3cnccn3c2NC2CCCCC2)c1 (stereo not given),9,3,12,21,.,-25,5.8,1,i,1
O=C(Nc1ccccc1N1CCCC1)C1CCN(S(=O)(=O)c2ccccc2C(F)(F)F)CC1,6,-2,1,1,i,-2,0.2,-5,i,-1
C[C@H](NS(=O)(=O)c1ccccc1F)C(=O)OCC(=O)Nc1ccc2c(c1)OCCO2,-1,6,33,-2,i,1,0.6,-1,i,2
COC(=O)c1c(NC(=O)CS(=O)(=O)c2ccccc2)sc(C)c1C,-4,2,-8,-3,i,0,1.2,1,i,-2
Cc1ccc(NS(=O)(=O)c2ccc(-n3cccn3)cc2)cc1C,3,-3,-10,-7,i,-2,-0.3,2,i,-1
Cc1cccnc1NC(=O)C1CC(=O)N(c2ccc3c(c2)OCCO3)C1 (stereo not given),-2,-3,-2,1,i,2,-3.0,-4,i,-2
O=C(NNC1=Nc2ccccc2SC1)c1cccc([N+](=O)[O-])c1,-22,-1,-4,0,+,-2,-0.3,-7,i,0
CC(C)(C)c1ccc(CC(=O)N2CCC2(C)C(=O)NS(=O)(=O)c2cccc(Cl)c2)cc1 (stereo not given),18,3,.,3,i,3,-1.6,-2,i,-6
Cc1ccc(NC(=S)NN(C)c2nc(C)cnc2C)cc1,40*,2,-8,-3,i,5,-1.4,-6,i,-2
CNc1nnc(CSc2nc(C)cc(C)n2)s1,-2,2,4,-1,i,5,-0.8,-6,i,-1
CCO[C@H]1OC(C(=O)NCc2nc3ccccc3[nH]2)=C[C@@H](c2ccc(C(F)(F)F)cc2)[C@@H]1CCCO,-2,0,-3,0,i,2,0.7,-1,i,-1
CCOc1cc(/C=N/Nc2nc(-c3cccs3)c(NC(C)=O)s2)ccc1O,-2,-2,13,20,i,-12,0.7,2,i,0
O=C(CSc1nc2ccccc2[nH]1)N/N=C/C=C/c1ccccc1[N+](=O)[O-],-13,1,-3,-3,i,9,-1.0,-16,i,-1
CC(C)CC(c1nnnn1Cc1cccs1)N1CCN(c2nc3ccccc3s2)CC1 (stereo not given),-2,3,6,15,i,-6,6.6,2,i,-3
C=CCn1c(SCc2c(F)c(F)c(F)c(F)c2F)nc(O)cc1=O,-3,-2,-14,10,i,11,-1.3,5,i,1
CCOC(=O)c1cc(NC(=O)c2ccoc2C)cc(C(=O)OCC)c1,-1,4,-11,-10,i,-3,0.5,2,i,-1
CC(C)c1ccc2oc(-c3ccc(N)cc3)nc2c1,1,-3,4,2,.,-11,3.6,-4,i,0
